zVAD death inh: blocks zVAD induced death of L929 cells | L929 zVAD necroptosis rescue, ATP luminescence, 24 h; with zVAD 60 µM | 220,000 tested, 0.38% active | AID 1377 | viability rescue, % at 10 µM;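 active = activation, scaled between plate controls, above about 75%, limit read from the data; inactive = activation under that limit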;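 note: 0% = zVAD with DMSO and 100% = DMSO alone without zVAD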
Hck Nef HTS: human Hck-Nef kinase inhibition; P08631; Recombinant Hck-YEEI plus Nef, Z-Lyte FRET kinase assay; inhibition, % at 20 µM; 220,000 tested, 0.68% active; AID 463187;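 active = Hck-Nef kinase inhibition above about 50%, limit read from the data; inactive = inhibition below that limit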;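 note: 0% = DMSO with Hck plus Nef and 100% = Hck alone without Nef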
Target sequence (P08631 whole entry, looked up): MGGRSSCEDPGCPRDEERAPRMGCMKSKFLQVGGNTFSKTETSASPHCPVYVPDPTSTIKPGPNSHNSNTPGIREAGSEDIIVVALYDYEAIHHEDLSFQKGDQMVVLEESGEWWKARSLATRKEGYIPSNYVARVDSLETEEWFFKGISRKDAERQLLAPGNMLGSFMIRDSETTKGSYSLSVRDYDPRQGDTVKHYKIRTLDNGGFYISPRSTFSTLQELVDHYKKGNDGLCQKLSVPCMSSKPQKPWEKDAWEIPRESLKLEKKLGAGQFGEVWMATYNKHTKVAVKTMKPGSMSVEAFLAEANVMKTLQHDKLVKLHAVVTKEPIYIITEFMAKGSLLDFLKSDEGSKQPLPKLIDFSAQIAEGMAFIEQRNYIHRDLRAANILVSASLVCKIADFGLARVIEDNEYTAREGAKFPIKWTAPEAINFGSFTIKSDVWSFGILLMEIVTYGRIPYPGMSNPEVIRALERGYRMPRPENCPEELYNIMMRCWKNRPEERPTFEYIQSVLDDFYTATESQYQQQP
TbHK1 inh: T. brucei hexokinase 1 inhibition; recombinant TbHK1, G6PDH-coupled NADH A340; inhibition, % at 10 µM; 220,000 tested, 0.11% active;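 active = inhibition of 50% or more in the single-dose primary screen; inactive = inhibition below 50%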
p47phox inh: p47phox (human) inhibition. p47phox/p22phox peptide binding, fluorescence polarization, 2 h. inhibition, % at 24.7 µM. 220,000 tested, 0.53% active. AID 1274;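 active = inhibition above about 30%, limit read from the data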;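 note: 0% = p47phox with labelled peptide and 100% = labelled peptide alone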
Target sequence (P14598 whole entry, looked up): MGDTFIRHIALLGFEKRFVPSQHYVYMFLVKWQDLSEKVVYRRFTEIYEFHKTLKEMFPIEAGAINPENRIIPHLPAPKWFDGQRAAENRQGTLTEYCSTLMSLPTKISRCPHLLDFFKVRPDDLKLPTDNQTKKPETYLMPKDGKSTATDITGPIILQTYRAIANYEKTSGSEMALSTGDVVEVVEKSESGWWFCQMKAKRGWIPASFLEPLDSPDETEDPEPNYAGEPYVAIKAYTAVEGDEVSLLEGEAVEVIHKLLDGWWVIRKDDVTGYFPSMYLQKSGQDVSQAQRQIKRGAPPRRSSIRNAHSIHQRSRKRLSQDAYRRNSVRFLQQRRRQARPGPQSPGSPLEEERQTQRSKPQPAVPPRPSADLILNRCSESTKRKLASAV
EBV gp42 inh: blocks Epstein-Barr virus glycoprotein 42 binding. AID 1085. inhibition, % (tested at 21.74 µM). Q1HVG2. 220,000 tested, 0.42% active. Fluorescence polarization binding assay, mP read-out; in the data active = inhibition above about 50%
14-3-3 Bad inh: disrupts binding of bovine 14-3-3 zeta to phospho-Bad peptide; P63103; TR-FRET 14-3-3zeta/Dy647-pBad peptide displacement, 1 h; inhibition, % at 21.7 µM; 220,000 tested, 0.71% active;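 active = inhibition above about 70%, limit read from the data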;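 note: 0% = full 14-3-3 plus peptide FRET controls and 100% = background without 14-3-3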
Mdm2 ligase inh: Mdm2 E3 ligase (human) inhibition | cell-based MDM2 ubiquitination luciferase reporter, 2 h; 0 = plate control, 100 = twice control, blank-subtracted | signal enhancement, % at 5 µM | 210,000 tested, 0.11% active | AID 1230;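 active = signal enhancement of 30% or more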;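 note: luminescence tracks abundance of the self-degrading MDM2-luciferase fusion protein; higher signal means inhibition of MDM2 E3 ligase activity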
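Assay system: stable mammalian line carrying autodegrading MDM2–luciferase fusion reporter; amount: 2000 cells seeded into each well; buffer or medium: DMEM; benchmarks: plate control and blank wells; signal: luciferase luminescence; timing: 2 h compound exposure at 37 °C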
Runt-CBFb FRET: Runt domain-CBFb interaction inhibition | inhibition, % at 20 µM | Q01196+Q13951 | Cerulean-Runt/Venus-CBFb FRET ratio 530/480, 1 h | 220,000 tested, 0.46% active;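 active = inhibition over about 50% at 20 µM in the single-dose screen, limit read from the data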;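 note: 0% = DMSO wells and 100% = excess unlabeled CBFb competitor control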
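Reagent – Venus-CBFb binding partner, 100 nM · Assay system – Cerulean-tagged RUNX1 Runt domain (FRET donor) fusion protein · Input – 100 nM per protein · Incubation – two 1 h room-temperature incubations shielded from light · Measured by – FRET fluorescence · Medium – Tris buffer pH 7.5 with salts and BSA · Benchmarks – unlabeled CBFb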
Runt-SMMHC FRET: Runt domain-CBFb-SMMHC interaction inhibition; Cerulean-Runt/Venus-CBFb-SMMHC FRET ratio 530/480, 1 h; inhibition, % at 20 µM; 220,000 tested, 0.74% active;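 active = mean inhibition across duplicate retests at 20 µM reaching about 50%, limit read from the data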;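 note: 0% = DMSO wells and 100% = wells with excess untagged CBFb-SMMHC; inhibitors lower the FRET ratio by blocking Runt binding to CBFb-SMMHC; some results filed as inactive read as strong as hits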
* hit, by the source's call; x = no result given; [ ] = remark or other dose.

SMILES	zVAD death inh	Hck Nef HTS	TbHK1 inh	p47phox inh	EBV gp42 inh	14-3-3 Bad inh	Mdm2 ligase inh	Runt-CBFb FRET	Runt-SMMHC FRET
O=C(NCc1nc2ccccc2[nH]1)C1=C[C@@H](c2csc3ccccc23)C[C@@H](OCCCCO)O1	0.0	23.8	-12.4	-38.6	-15.5	-3.6	3.0	-1.1	-2.0
COc1ccc(NC2=NCCC(=O)N2Cc2cccs2)cc1	0.8	2.5	5.1	5.0	-12.3	12.6	-4.3	0.8	2.4
CN(CC(O)COc1c(F)cc(Br)cc1F)C1CCCCC1 (centres undefined)	0.1	-0.6	8.1	-4.1	-8.3	9.2	-6.0	-0.5	7.1
COc1ccccc1CNC(=O)COC(=O)c1ccc(NC(N)=O)cc1	72.4	-6.1	6.2	-7.6	-40.7	18.7[fluorescence artefact?]	-6.9	-1.8	0.2
O=C(CCc1ccccc1)Nc1cc2c(cc1Cl)OCCO2	0.2	2.9	1.2	1.7	-18.5	9.0[fluorescence artefact?]	-21.7	-2.8	1.1
O=C(OCC(=O)c1ccc(Cl)s1)c1ccc2ccccc2n1	0.5	0.5	-1.3	-27.9	-17.4	1.5	-90.7	0.6	0.6
O=C(CS(=O)(=O)c1c[nH]c2ccccc12)N1CCCCCC1	0.2	15.6	5.9	-4.5	-6.7	-10.1	0.9	0.2	0.8
COc1ccc(CNc2cc([N+](=O)[O-])ccc2OC)cc1	-0.4	-0.1	4.6	-20.3	4.1	8.5	-1.2	-0.4	-4.0
CCOC(=O)C(CC)/C(C)=N/NC(=O)c1ccc([N+](=O)[O-])cc1 (centres undefined)	0.8	2.5	-4.4	-6.4	-20.4	-2.9	7.4	-1.6	3.5
C/C(=N\NC(=O)c1nn(C)cc1Br)c1cccc(NC(=O)C(C)(C)C)c1	0.3	1.0	-1.0	5.7	-16.3	8.2	-4.4	-2.6	1.2
Cn1nc(-c2ccc(N3CCOCC3)c(NS(=O)(=O)c3ccccc3)c2)c2ccccc2c1=O	-0.3	1.1	-0.6	-8.3	-15.0	-14.3	-18.7	0.5	-0.8
COC(=O)CSc1nc2cc(Cl)ccc2c(=O)n1C1CCCC1	0.0	-2.6	28.6	-4.1	-4.8	-3.8	-21.7	-2.2	-2.9
CC(=O)Nc1ccc(S(=O)(=O)N(C)c2ccc(O)cc2)cc1	0.1	-0.1	-7.0	-2.9	-8.7	6.9	-12.3	2.6	-2.2
Cc1ccccc1C(=O)NNC(=O)Cc1cccc2ccccc12	0.0	-15.6	16.3	4.5	-5.4	0.9	-17.0	0.5	3.1
CCOc1ccc(CN(C(=O)c2oc3ccccc3c2C)C2CCS(=O)(=O)C2)cc1 (centres undefined)	0.1	-1.1	-4.9	-8.4	-11.4	-6.8	-14.5	-0.7	58.2
Cc1cc(C)nc(SCC(CSc2nc(C)cc(C)n2)C(=O)O)n1	2.0	6.5	2.3	-9.5	2.2	-3.2	-2.6	0.2	-1.8
COc1ccc(CNC(=O)CSc2nnc(-c3ccc(NC(C)=O)cc3)n2C)cc1	0.1	-8.1	1.5	0.2	-12.9	0.1	-4.5	1.0	0.9
COc1cc2c(cc1OC)/C(=C/c1ccc(Cl)cc1)C(=O)OC2	0.8	0.8	-19.9	-6.9	1.0	-2.3	11.8	-5.3	0.5
COc1ccc(C2NC(Cc3ccccc3)(C(=O)O)C3C(=O)N(c4ccccc4OC)C(=O)C23)cc1 (centres undefined)	3.0	21.8	1.3	-13.0	-0.9	-14.2	-3.8	-1.8	1.0
CC(=O)N1CCc2cc(S(=O)(=O)CCC(=O)N3CCN(C(=O)c4ccco4)CC3)ccc21	0.7	-0.7	7.8	-14.8	-20.1	3.0	-6.4	-0.9	-5.1

Continued; the last 3 above are carried over.
SMILES	zVAD death inh	Hck Nef HTS	TbHK1 inh	p47phox inh	EBV gp42 inh	14-3-3 Bad inh	Mdm2 ligase inh	Runt-CBFb FRET	Runt-SMMHC FRET
COc1cc2c(cc1OC)/C(=C/c1ccc(Cl)cc1)C(=O)OC2	0.8	0.8	-19.9	-6.9	1.0	-2.3	11.8	-5.3	0.5
COc1ccc(C2NC(Cc3ccccc3)(C(=O)O)C3C(=O)N(c4ccccc4OC)C(=O)C23)cc1 (centres undefined)	3.0	21.8	1.3	-13.0	-0.9	-14.2	-3.8	-1.8	1.0
CC(=O)N1CCc2cc(S(=O)(=O)CCC(=O)N3CCN(C(=O)c4ccco4)CC3)ccc21	0.7	-0.7	7.8	-14.8	-20.1	3.0	-6.4	-0.9	-5.1
CCOc1ccc(Nc2nc3cc(S(=O)(=O)CC)ccc3o2)cc1	0.5	-4.3	-5.0	-16.0	-3.2	-2.4	-2.8	2.4	-0.5
CCC(CC)C(=O)Nc1ccc(Sc2ccc([N+](=O)[O-])cc2)cc1	0.0	-0.7	-0.2	2.0	-3.3	24.8	4.0	-2.1	0.5
O=C(COC(=O)/C=C/c1ccc([N+](=O)[O-])cc1)NCc1ccc2c(c1)OCO2	1.0	20.7	-27.8	4.7	-5.0	4.2	-14.0	0.5	-6.0
CN(C)S(=O)(=O)N(CC(=O)NCCSCc1ccc(Cl)cc1)c1ccccc1	-0.5	7.0	-1.8	2.4	0.9	-5.1	-10.5	-0.6	-2.0
CC1(C)Cc2c(sc(/N=C/N3CCCCC3)c2C#N)C(C)(C)N1	-0.3	0.8	-48.8	-11.1	-7.8	-1.7	-11.8	0.8	4.2
COc1ccc(-c2csc(NC(=O)C3CCCO3)n2)cc1 (centres undefined)	0.4	-0.3	-1.3	1.2	-3.8	-14.7	-24.3	-1.6	-2.7
COc1ccc2[nH]c(=O)c(CN(Cc3ccc(C)cc3)Cc3nnnn3CC3CCCO3)cc2c1 (centres undefined)	-0.3	2.4	-23.0	-13.4	-2.4	-5.5	-2.0	6.8	-4.3
CN1C(=S)SC(N2OC3C(=O)N(c4ccccc4)C(=O)C3C2c2ccc(Cl)cc2)C1(C)C (centres undefined)	0.4	-1.1	-0.7	-7.9	3.9	-5.8[fluorescence artefact?]	-22.3	-1.7	-1.4
Cc1ccc(CNC(=O)c2cccc(S(C)(=O)=O)c2)cc1	0.0	3.9	-0.2	-5.5	-5.4	-3.4[fluorescence artefact?]	-10.1	-0.7	-0.7
Cc1ccc(C(C)NC(=O)c2cc(C)oc2C)cc1 (centres undefined)	-0.8	7.9	23.8	-14.9	-8.0	-12.7[fluorescence artefact?]	-2.0	0.2	-0.6
c1coc(C2Nc3ccccc3C3OCCC23)c1 (centres undefined)	-0.1	0.0	-4.4	-8.8	-9.2	-14.1	-17.8	0.1	-4.0
COc1ccc(/C=C/C(=O)OCc2csc(-c3ccccc3)n2)cc1OC	1.2	4.2	9.6	-25.5	-15.9	-4.9	-5.5	-6.3	-1.6
COc1cccc(NC(=O)C2CC(=O)N(C)C(=Nc3cccc(F)c3)S2)c1 (centres undefined)	1.5	3.1	-1.5	-18.8	-4.0	-0.8	1.4	0.4	2.0
Cc1cccc(N=Nc2c(C)[nH]n(-c3ccccc3)c2=O)c1	-0.2	12.4	-3.1	-23.9	4.4	-10.9	4.1	-1.6	-10.7
O=C1ON=C(c2ccccc2)/C1=C/c1ccc(-c2ccccc2[N+](=O)[O-])o1	1.4	44.6	29.1	141.7*	-0.2	21.9	-0.5	29.5	49.7
Cc1nn(-c2ccccc2)c(C)c1/C=N/NC(=O)CSc1nc2ccccc2c(=O)n1-c1ccccc1	-0.4	11.5	-10.5	7.2	2.5	-5.8	-15.9	-6.6	-1.3
CCOC(=O)c1ccc(NCn2c(=O)oc3ccccc32)cc1	-0.1	0.7	1.6	-214.9	-109.6	-9.8	5.3	1.2	-5.0
O=C(Nc1ccc(Cl)cc1Cl)c1ccc(-c2ccccc2)cc1	0.6	-6.5	15.9	-6.1	2.0	-5.8[fluorescence artefact?]	-7.8	4.1	-0.9
CCOC(=O)c1sc(NN=C(C(=O)OC)C(=O)OC)c(C(=O)OCC)c1C	-0.1	1.2	-5.3	-19.1	-22.5	-2.6[fluorescence artefact?]	-10.4	-4.0	-11.3
CCN(CC)C(=O)c1sc2nc(N3CCOCC3)c3c(c2c1N)CCCC3	0.9	8.1	-21.6	-6.7	-5.2	10.2	-4.0	27.4	42.1
C#CCOCCOCCOCCNc1nc(N2CCN(C(=O)[C@H](C)n3cc(CCCN=C(N)N)nn3)CC2)nc(N2CCN(C(=O)[C@H](C)n3cc(CCCN=C(N)N)nn3)CC2)n1	5.4	-1.0	3.1	6.6	-12.9	10.7	x	-0.4	1.9
CC1(C)Cc2c(C#N)c(N3CCN(C(=O)c4ccccc4Cl)CC3)nc(-c3ccco3)c2CS1	0.8	20.3	-3.9	-32.2	-19.4	4.3	-4.2	-8.0	-42.1

Entries shown so far that contain a cyano group, in the order listed:
SMILES	zVAD death inh	Hck Nef HTS	TbHK1 inh	p47phox inh	EBV gp42 inh	14-3-3 Bad inh	Mdm2 ligase inh	Runt-CBFb FRET	Runt-SMMHC FRET
CC1(C)Cc2c(sc(/N=C/N3CCCCC3)c2C#N)C(C)(C)N1	-0.3	0.8	-48.8	-11.1	-7.8	-1.7	-11.8	0.8	4.2
CC1(C)Cc2c(C#N)c(N3CCN(C(=O)c4ccccc4Cl)CC3)nc(-c3ccco3)c2CS1	0.8	20.3	-3.9	-32.2	-19.4	4.3	-4.2	-8.0	-42.1
